Bioassay records deposited in PubChem BioAssay by several laboratories.
CendR NRP1 mod: modulators of CendR peptide binding to human neuropilin-1 | O14786 | FAM-RPARPAR peptide binding to NRP-1, fluorescence polarization | inhibition, % at 25 µM | 360,000 tested, 0.85% active;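 active means inhibition or corrected inhibition above about 18%, plus a signal ratio from 0.5 to 1.5, limit read from the data, passing the limit was not always enough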; further: strong numbers were not always called active
MsrA act: activates bovine MsrA enzyme. purified bovine MsrA, absorbance read-out. activation, % at 10.6 µM. 360,000 tested, 0.3% active. AID 602163; in the data active means activation above about 7.5%;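 further: 0% = vehicle and 100% = reference activator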
MsrA inh: inhibits bovine methionine sulfoxide reductase A. 360,000 tested, 0.75% active. purified bovine MsrA, absorbance read-out. inhibition, % at 15.5 µM. AID 651718; in the data active means inhibition above about 4.5%;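 further: 0% = vehicle wells with enzyme and 100% = reference inhibitor wells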
MT1-MMP act inh: inhibitors of human MT1-MMP activation; P50281; GFP/RFP ratio change, % at 20 µM; 360,000 tested, 0.061% active; HT1080 RFP-PRO-GFP cells, GFP/RFP ratio fluorescence, overnight; percent of plate control window, DMSO zero;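 active means GFP/RFP ratio change of at least 30% with cell ATP level not reduced by more than half and red fluorescence within 50% of control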; further: strong numbers were not always called active
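Material – HT1080 RFP-PRO-GFP cells · Control set – DMSO wells and RFP-L50D-GFP cells · Incubation – overnight cell settling, then overnight compound exposure, 37 °C, 5% CO2 · Compound dosing – single-point 20 µM compound, 1% DMSO · Read-out – GFP/RFP fluorescence ratio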
SKN-1 inh: C. elegans SKN-1 inhibition; inhibition, % at 21.8 µM; 360,000 tested, 0.49% active; C. elegans VP596 Pgst-4::GFP/RFP ratio, acrylamide-induced, 24 h;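 active means interference check ratio from 0.5 to 1.5 plus GFP to RFP signal ratio inhibition reaching or exceeding a fixed threshold, cut at about 30% in these data, passing the limit was not always enough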; further: some compounds called inactive have numbers as strong as hits
PABP1 MLLE inh: blocks PAM2 peptide binding to the PABP1 MLLE domain. inhibition, % at 20 µM. GST-MLLE / FITC-PAM2 fluorescence polarization. 360,000 tested, 0.36% active. P11940; in the data active means inhibition above about 35%, passing the limit was not always enough;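 further: plate controls were DMSO wells with GST-MLLE for no effect and wells lacking GST-MLLE protein for full effect; some results filed as inactive read as strong as hits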
Tb MetRS inh: Trypanosoma brucei MetRS inhibition; 360,000 tested, 0.4% active; purified T. brucei MetRS, ATP depletion, Kinase-Glo luminescence; inhibition, % at 11.9 µM;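 active means inhibition above a per-plate cutoff of the control wells' mean inhibition plus 3 SD, cut at about 5.5% in these data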;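 further: 0% = DMSO wells median and 100% = median of wells with control inhibitor compound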
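Measured by: Kinase-Glo luciferase luminescence reporting remaining unconsumed ATP. Material: purified T. brucei MetRS enzyme. Doses: 11.9 µM compound single dose, 0.9% DMSO. Medium: HEPES buffer containing pyrophosphatase, BSA, spermine, DTT. Times: 15 min preincubation, 2 h reaction, all 25 °C. Reagent: methionine, ATP and bulk E. coli tRNA.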
FAS TE block: inhibitors of human fatty acid synthase thioesterase domain; 360,000 tested, 0.67% active; inhibition, % at 15 µM; recombinant FAS-TE, OMFH fluorogenic substrate, fluorescence endpoint;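 active means compounds whose normalised, plate-corrected inhibition of enzyme fluorescence in the single-dose primary screen is 50% or more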;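 further: 0% = DMSO with enzyme and 100% = substrate without enzyme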
Target sequence (P49327 whole entry, looked up, the tested form may be a part): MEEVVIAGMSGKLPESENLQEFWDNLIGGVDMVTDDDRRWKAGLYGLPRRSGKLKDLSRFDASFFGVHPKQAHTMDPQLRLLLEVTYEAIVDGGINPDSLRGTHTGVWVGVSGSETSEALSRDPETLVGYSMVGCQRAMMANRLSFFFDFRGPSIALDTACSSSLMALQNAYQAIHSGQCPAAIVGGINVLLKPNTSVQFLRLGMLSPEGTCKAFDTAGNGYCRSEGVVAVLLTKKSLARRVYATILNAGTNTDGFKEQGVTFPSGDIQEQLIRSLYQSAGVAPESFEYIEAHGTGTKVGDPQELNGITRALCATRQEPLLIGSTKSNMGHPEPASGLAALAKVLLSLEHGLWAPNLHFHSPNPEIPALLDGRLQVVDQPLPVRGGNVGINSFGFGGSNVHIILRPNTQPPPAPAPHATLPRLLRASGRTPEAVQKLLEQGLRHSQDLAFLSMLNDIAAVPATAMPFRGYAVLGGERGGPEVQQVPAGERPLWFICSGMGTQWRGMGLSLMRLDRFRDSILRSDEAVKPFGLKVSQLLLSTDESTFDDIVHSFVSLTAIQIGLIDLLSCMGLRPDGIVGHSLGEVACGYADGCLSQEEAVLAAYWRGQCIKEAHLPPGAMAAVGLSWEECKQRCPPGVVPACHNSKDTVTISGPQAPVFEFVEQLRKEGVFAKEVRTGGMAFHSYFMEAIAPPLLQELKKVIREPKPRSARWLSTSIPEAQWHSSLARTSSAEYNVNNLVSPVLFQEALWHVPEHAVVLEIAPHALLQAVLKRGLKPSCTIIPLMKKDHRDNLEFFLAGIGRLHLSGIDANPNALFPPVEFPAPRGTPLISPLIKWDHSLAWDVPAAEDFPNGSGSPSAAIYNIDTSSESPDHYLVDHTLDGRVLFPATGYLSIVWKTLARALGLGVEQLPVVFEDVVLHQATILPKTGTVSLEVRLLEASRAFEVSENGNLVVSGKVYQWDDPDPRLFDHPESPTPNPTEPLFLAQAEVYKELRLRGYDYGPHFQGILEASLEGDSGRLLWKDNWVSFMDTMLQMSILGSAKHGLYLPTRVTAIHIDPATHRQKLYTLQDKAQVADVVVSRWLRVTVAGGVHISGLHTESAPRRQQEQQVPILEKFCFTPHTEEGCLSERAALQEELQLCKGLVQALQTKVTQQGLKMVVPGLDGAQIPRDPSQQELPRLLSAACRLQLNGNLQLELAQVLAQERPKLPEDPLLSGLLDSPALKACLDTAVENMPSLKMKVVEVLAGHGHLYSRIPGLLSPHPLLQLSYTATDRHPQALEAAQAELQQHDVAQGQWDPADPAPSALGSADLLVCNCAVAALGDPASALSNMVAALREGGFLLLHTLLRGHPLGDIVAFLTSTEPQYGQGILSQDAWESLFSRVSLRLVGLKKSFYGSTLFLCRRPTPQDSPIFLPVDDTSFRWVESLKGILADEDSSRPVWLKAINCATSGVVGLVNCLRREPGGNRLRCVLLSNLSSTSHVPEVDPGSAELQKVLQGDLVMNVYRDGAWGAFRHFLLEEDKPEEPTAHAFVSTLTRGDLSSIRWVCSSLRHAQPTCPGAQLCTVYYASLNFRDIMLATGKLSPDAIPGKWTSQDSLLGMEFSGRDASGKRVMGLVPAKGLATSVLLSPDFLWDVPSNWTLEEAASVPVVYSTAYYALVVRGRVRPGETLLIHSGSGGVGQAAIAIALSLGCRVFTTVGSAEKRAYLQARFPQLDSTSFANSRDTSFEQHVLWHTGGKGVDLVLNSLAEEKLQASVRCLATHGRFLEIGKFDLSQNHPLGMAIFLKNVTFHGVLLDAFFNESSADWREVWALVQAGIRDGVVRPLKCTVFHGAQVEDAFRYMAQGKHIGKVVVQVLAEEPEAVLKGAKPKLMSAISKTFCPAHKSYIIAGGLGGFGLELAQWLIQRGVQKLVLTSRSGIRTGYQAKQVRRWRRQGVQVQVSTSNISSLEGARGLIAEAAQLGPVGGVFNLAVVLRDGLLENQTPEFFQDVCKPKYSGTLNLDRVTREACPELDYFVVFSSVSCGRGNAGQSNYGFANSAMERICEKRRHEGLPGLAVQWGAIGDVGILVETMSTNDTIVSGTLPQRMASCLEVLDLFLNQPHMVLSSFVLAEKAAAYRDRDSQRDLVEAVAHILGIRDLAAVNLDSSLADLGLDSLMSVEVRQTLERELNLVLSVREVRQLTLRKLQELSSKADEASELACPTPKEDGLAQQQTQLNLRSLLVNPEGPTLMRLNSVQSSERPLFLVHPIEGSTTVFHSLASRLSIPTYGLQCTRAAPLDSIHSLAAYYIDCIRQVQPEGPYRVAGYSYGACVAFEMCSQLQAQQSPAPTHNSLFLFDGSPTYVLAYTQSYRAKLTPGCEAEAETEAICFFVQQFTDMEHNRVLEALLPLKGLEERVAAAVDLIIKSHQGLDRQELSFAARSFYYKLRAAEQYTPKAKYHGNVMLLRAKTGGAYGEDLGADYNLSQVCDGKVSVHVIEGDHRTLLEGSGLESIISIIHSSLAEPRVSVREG
eLon inh: E. coli protease La inhibition; P0A9M0; purified E. coli Lon protease, fluorescence polarization; AID 602123; inhibition, % at 7.94 µM; 360,000 tested, 0.42% active; in the data active means inhibition above about 13%, passing the limit was not always enough;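 further: 0% = enzyme with probe and DMSO and 100% = no enzyme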
* marks the source's active call; other numbers are inactive results; nt = no result given; & = joins results of further samples. This is a random part of the collection; overall some 4% were active at least once.

SMILES	CendR NRP1 mod	MsrA act	MsrA inh	MT1-MMP act inh	SKN-1 inh	PABP1 MLLE inh	Tb MetRS inh	FAS TE block	eLon inh
CN1CCC(N(C)C(=O)/C(C#N)=C\c2ccc(OC(F)F)cc2)CC1	-13	-9	-0.9	4	-8	28	-0.4	-9	6
Cc1ccc(NC(=S)N(CCCN2CCC(C)CC2)Cc2ccco2)cc1	-1	-4	0.5	3	-1	-47	-0.5	-3	-9
c1ccc2c(c1)Cn1nnnc1-2	-3	-12	nt	2	0	-12	-0.9	-6	-13
CCN1CCN(Cc2ccc(NC(=O)c3cc(NC(=O)C(=O)c4c[nH]c5ccccc45)cc(OC)c3)cc2C(F)(F)F)CC1	-22&-3	-4&-1	-0.3	3&8	8&4	-2&2	-2.3&-0.2	-12&-8	-4&-13
C[C@@H]1NC(=O)[C@@]2(C)[C@@H](c3ccccc3)[C@H]3COc4ccc(Cl)cc4[C@@H]3N2C1=O	-4	-3	-0.5	-1	0	-4	-0.1	-9	-6
CC(=O)Nc1ccc(S(=O)(=O)N2CCOCC2)cc1	3	-2	-0.3	1	-3	-4	-0.1	-5	1
CCOc1cc(C(C#N)N2CCOCC2)ccc1OC (stereo not given)	0	-4	-0.8	-1	-6	10	-0.9	-7	3
CCOC(=O)c1ccc(N2C(=O)CC(Sc3ncccn3)C2=O)cc1 (stereo not given)	6	-2	0.3	-2	11	41*	0.2	-4	4
Cc1ccccc1NCc1nc2ccccc2n1C	3	-4	-0.5	2	0	7	-1.7	-2	5
Cc1cccc(C)c1NC(=O)CNC(=O)C(C)N1CCN(c2cccc(Cl)c2)CC1 (stereo not given)	14	-8	-0.3	0	1	-7	-0.5	-6	1
COc1ccc(C2C(C#N)=C(N)N(c3ncn[nH]3)C3=C2C(=O)CCC3)cc1 (stereo not given)	-8	-11	0.7	0	-7	-1	-0.7	-18	-2
O=S(=O)(c1ccccc1)N1CCN(Cc2ccccc2)CC1	8	-4	0.3	2	-7	-15	-0.7	1	-14
C[C@H](NC(=O)c1ccccc1Cl)C(=O)OCCOc1ccc(Cl)cc1	-2	-3	-1.1	1	-3	4	0.0	12	-7
CC(C)(C)NC(=O)NC(=O)COC(=O)CNS(=O)(=O)/C=C/c1ccccc1	2	-3	1.0	-1	2	6	-0.5	-3	-1
Cc1ccc(Nc2nc(Oc3ccc(OCc4ccccc4)nn3)nc(N3CCOCC3)n2)cc1	-11	-3	-0.3	-6	-7	-1	-0.3	16	6
O=C(Nc1ccc(-n2cccc2)cc1)C1CC1	5	-13	0.1	nt	9	7	-1.5	-2	7
COc1ccc(N(CC(=O)NC2CC2)S(=O)(=O)c2ccccc2)cc1	4	-4	0.3	0	14	8	0.0	-3	-4
CSc1ccccc1NC(=O)Nc1cccc(Cl)c1	3	-2	-0.6	-3	16	-15	-0.6	19	-11
COc1ccc(C(C)=O)cc1CSc1nc2ccccc2o1	-8	-8	1.0	3	3	-4	-2.2	13	7
COc1ccc(N2CC(C(=O)OCC(=O)Nc3cc(C)on3)CC2=O)cc1 (stereo not given)	-3	8.0*	0.0	4	3	4	-0.2	-5	4

An excerpt from above in order of length of the SMILES, high to low:
SMILES	CendR NRP1 mod	MsrA act	MsrA inh	MT1-MMP act inh	SKN-1 inh	PABP1 MLLE inh	Tb MetRS inh	FAS TE block	eLon inh
Cc1cccc(C)c1NC(=O)CNC(=O)C(C)N1CCN(c2cccc(Cl)c2)CC1 (stereo not given)	14	-8	-0.3	0	1	-7	-0.5	-6	1
O=C(Nc1ccc(-n2cccc2)cc1)C1CC1	5	-13	0.1	nt	9	7	-1.5	-2	7
c1ccc2c(c1)Cn1nnnc1-2	-3	-12	nt	2	0	-12	-0.9	-6	-13

Next section:
SMILES	CendR NRP1 mod	MsrA act	MsrA inh	MT1-MMP act inh	SKN-1 inh	PABP1 MLLE inh	Tb MetRS inh	FAS TE block	eLon inh
COC(=O)c1ccc(Cn2cnc3c(N)ncnc32)cc1	-1	-9	-0.6	10	11	12	-0.2	-11	2
Cc1ccc(C(=O)NCCn2cc(SCC(=O)N3CCOCC3)c3ccccc32)cc1	9	-1	-1.2	-1	19	23	-0.4	-4	5
CC1(C(=O)O)CCN1C(=O)/C=C/c1ccccc1 (stereo not given)	4	-2	1.5	3	11	12	-0.3	-5	5
O=C(COc1ccc([N+](=O)[O-])cc1Cl)N1CCOCC1	1	-2	1.7	-7	1	1	-0.8	-2	-8
O=S(=O)(Nc1ccc(Cl)cc1)c1ccc2c(c1)CCO2	0	-3	1.3	2	15	-3	-0.7	10	2
Cc1cc(C)nc(/N=C(\N)N2CCc3ccccc32)n1	-4	-3	0.1	0	10	-8	-0.3	-1	-14
CCc1nc2ccc(C(=O)NCCCN3CCCC3=O)cn2c1N(C)C(=O)COc1ccccc1	1	-4	-0.6	-7	15	5	-0.2	-12	2
C=C1C(=O)OC2CC1C(OC(C)=O)CC(C)=CCCC(C)=CCCC2(C)O (stereo not given)	-18	-3	-0.1	-9	3	-5	0.3	-1	0
O=[N+]([O-])c1ccc(N2CCN(C(=S)Nc3ccc(F)cc3F)CC2)cc1	-16	-14	-0.6	10	-3	-112	0.0	17	-3
CC(=O)Nc1ccc(C(=O)OCC(=O)N2CCCC2=O)cc1	8	-1	0.4	1	9	-9	-0.2	-8	-3
O=C1Oc2ccccc2C2(O)C3CCCCCC3C12 (stereo not given)	8	-14	0.1	2	-7	2	-2.1	-1	2
Cn1c(NCCN2CCCC2)nc2cc(-c3ccccc3)sc2c1=O	-9	1	0.3	5	12	-2	-0.3	-6	14
O=C(CSc1cccc[n+]1[O-])Nc1cc(Cl)ccc1[N+](=O)[O-]	6	-1	1.2	2	3	-4	0.0	-7	-3
Cc1ccccc1NCc1ccc([N+](=O)[O-])s1	2	-5	0.5	4	8	5	-0.4	-4	-5
COc1c2c(cc3c1C(CC(O)Cc1ccccc1)N(C)CC3)OCO2 (stereo not given)	-12	-9	-0.7	-17	2	-15	-1.3	1	7
NS(=O)(=O)c1ccc(CCNC(=O)c2ccc(Cl)s2)cc1	16	-2	-0.2	-7	8	9	-0.3	-5	0
COc1cc(NC(=O)C2CC(=O)NC3=C2C(=O)CCC3)c(OC)cc1Cl (stereo not given)	3	-2	0.3	9	-12	-7	-0.6	-3	3
CN(C)c1ccc(C(CNC(=O)c2ccco2)N2CCCC2)cc1 (stereo not given)	-8	-4	-0.1	-1	-11	-7	0.4	-8	-1
Cc1ccnc(S(=O)(=O)Cc2ccc([N+](=O)[O-])cc2)n1	0	-3	-0.3	-5	13	4	0.1	-4	-3
C[N+](C)(C)c1ccc(/C=N/Nc2nc(Cl)c(C#N)c(Cl)c2Cl)cc1	-13	-3	2.2	-12	2	-129	-0.8	18	-27
O=C(NCCCN1CCN(c2ccccc2F)CC1)Nc1ccc(F)cc1	-10	-9	-0.8	4	26	-5	-1.3	-2	-8
CCN(CC)CCNC(=O)Cc1c(C(=O)O)n(C)c2ccccc12	3	-4	-0.1	-3	-2	0	0.0	-8	3
O=C(Cn1c2ccc(F)cc2c2nc3n(c(=O)c21)CCS3)NC1CCCC1	-10	-3	0.4	-3	-8	11	-0.1	0	2
Cc1ccccc1Cn1cc(NC(=O)CSc2nc3c(c(C(F)(F)F)n2)CCc2ccccc2-3)cn1	-8	-4	1.8	17	6	3	0.2	13	-2
S=C(NCCN1CCOCC1)Nc1ccc(Br)cc1	-1	-5	0.1	1	10	-14	-0.9	-7	5
COc1ccc(NC(=O)CSc2ccc3c(c2)OCCO3)cc1	5	-5	1.0	5	8	25	-0.5	-1	3
Cc1cccc(NC(=S)NC2CCCCCC2)c1C	-11	-3	0.6	-2	8	-34	0.5	-3	-5
COC(=O)C(C)N(C#N)c1nc(C)nc(C)n1 (stereo not given)	-51	-10	0.6	0	47	-16	0.0	-6	-10
COCC(C)n1c(SCc2cc(=O)n3cc(C)ccc3n2)nc2ccccc2c1=O (stereo not given)	-6	-2	1.7	2	-10	-7	-0.8	-1	-3
CC(Nc1ccc(S(=O)(=O)N2CCN(C)CC2)cc1[N+](=O)[O-])c1ccccc1 (stereo not given)	-15	-3	0.1	4	-2	4	-0.3	1	-5
Cc1ccc(Cc2c(-c3ccccc3)nc3c(Cl)cc(C(F)(F)F)cn23)cc1	-6	-12	-0.1	-5	-7	51	-0.9	-6	9
Cc1nn(-c2ccccc2)c(C)c1NC(=O)COc1ccccc1C#N	2	1	-0.2	1	18	-31	-0.5	-5	4
O=C(CSc1nnc(-c2cccs2)o1)OC1CCCCC1	34*	0	1.1	2	-7	2	-0.1	19	3
CC1CCCCC12NC(=O)N(CC(=O)NCCc1ccc(F)cc1)C2=O (stereo not given)	-1	-3	0.8	4	4	-8	-0.3	-3	8
O=S(=O)(NCC(c1ccccc1)N1CCNCC1)c1ccc(Cl)cc1 (stereo not given)	-5	-1	0.9	-16	13	0	0.1	2	2
COc1cc(S(=O)(=O)n2ccc(C)n2)ccc1Cl	6	-2	1.3	-4	-2	2	1.1	0	0
CN(CC(=O)Nc1cccc(F)c1)C(=O)C1CCN(C(=O)c2ccc(Cl)cc2)CC1	10	-5	-1.2	4	-7	-9	-0.4	-5	11
CCCCC(CC)COC(=O)C(C#N)=C(c1ccccc1)c1ccccc1 (stereo not given)	-2	-3	1.3	-11	3	3	-0.6	28	2
O=C(COC(=O)c1cc(Cl)ccc1O)NCC1CCCO1 (stereo not given)	-2	-3	1.5	1	-1	3	-0.3	-3	-8
O=C(Nc1ccccc1)Nc1ccc(Cl)c([N+](=O)[O-])c1	-3	-2	0.1	6	11	-9	2.1	19	1
CCOC(=O)c1ccc(NC(=O)c2cc3c(C)nn(-c4ccccc4Cl)c3s2)s1	-14	-4	0.7	3	5	-3	-0.1	7	-23
CCn1c(=O)c(=O)[nH]c2cc(C(=O)NCc3ccc(F)cc3)ccc21	-2	-2	0.0	8	-4	3	0.0	2	1
Cc1ccc(S(=O)(=O)CCC(=O)OCC(=O)Nc2cc(C)on2)cc1	1	-3	-0.4	0	-1	2	-0.2	-6	-4
OC(COc1ccc(F)cc1)CN1CCN(CC(O)COc2ccc(F)cc2)CC1 (stereo not given)	2	-1	0.2	-2	5	10	0.0	-6	6
Cc1noc(C)c1S(=O)(=O)Nc1cccc(CO)c1	-2	-9	-0.5	1	-7	-12	-0.5	-6	-10
O=C(NC(=S)N1CCCCC1c1cccnc1)c1ccc(Br)cc1 (stereo not given)	-2	-12	1.2	nt	-12	-3	-1.2	-2	3
C=CCN=C1CCCc2c1[nH]c1ccc(C)cc21	-8	-5	-0.1	2	6	11	-0.5	-10	-4
CCCCN1CNC(=S)N(c2cc(C)ccc2C)C1	-5	0	0.5	3	-17	-87	0.1	-7	6
Cc1ccnc(NC(=O)CCC(=O)N(CC(=O)NC(C)(C)C)c2ccc3c(c2)OCCO3)c1	-6	-3	1.0	-2	11	-2	0.2	-3	5
CCOc1ccc(OCC(=O)Nc2nccs2)cc1	10	-2	nt	-3	8	-7	-2.5	-2	9
O=S(=O)(N[C@H](CO)Cc1ccccc1)c1ccc(Br)cc1F	0	-5	0.5	1	-4	-11	-0.8	-4	5
COC(=O)c1cnc2c(c(C)nn2C)c1OC	7	-7	-0.5	0	-2	4	-0.8	-9	6
COc1cc(NS(=O)(=O)c2ccc(C)cc2)ccc1-n1cnnn1	-8	0	0.6	3	9	-7	-0.3	-3	1
